# RGS4 act = RGS4 potentiators or activators, primary screen, cell-based, HEK293 M3R inducible RGS4, calcium flux. carbachol calcium flux Fluo4; stronger effect = lower value. AID 463111, 2010. 310,000 compounds, 0.92% hits. B-score at 10 µM;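 active = B-score of the integrated calcium signal more than 4 SD below the library mean, with starting fluorescence not abnormally high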;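 note: negative B-score means reduced calcium response which marks RGS4 activation or potentiation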
#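 Assay system: HEK293 FlpIn-TREx cells, stable M3R, doxycycline-inducible RGS4 / Probe or stimulus: carbachol, ECmax concentration / Times: overnight RGS4 induction, 30 min dye load 37 °C, 20 min compound RT / Signal: kinetic calcium fluorescence imaging with Fluo4-AM dye, 2 µM / Measure: Agonist-evoked peak-minus-minimum fluorescence over baseline, integrated ratio, B score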
# SKKanGAS inh = S. pyogenes SKKanGAS growth inhibitors in kanamycin, primary screen, streptokinase expression inhibitor project, SKKanGAS strain, BacTiter-Glo luminescence. 6 h. inhibition, % at 7.5 µM. 300,000 compounds, 1.3% hits. AID 1662, 2009;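 active = mean replicate score, as percent of positive control median, at least 50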;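 note: strain carries kanamycin resistance gene driven by streptokinase promoter and grows in 40 µg/ml kanamycin; loss of luminescence reflects streptokinase promoter inhibition or plain growth inhibition; 0% = median of DMSO wells and 100% = positive control at its reference dose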
# KCNQ1 block = inhibitors of human KCNQ1 channel, primary screen, cell-based, thallium flux, high-throughput | Potassium voltage-gated channel subfamily KQT member 1 (Homo sapiens), P51787 | B-score at 10 µM | CHO-K1 KCNQ1, FluxOR thallium flux fluorescence; stronger effect = higher value | 310,000 compounds, 1.3% hits;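 active = compounds whose thallium flux B-score, printed positive for inhibition, exceeds three library SD while starting fluorescence stays within three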;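 note: channel opened by potassium depolarization with thallium stimulus after 20 min compound exposure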
# Target sequence (P51787 whole entry, looked up): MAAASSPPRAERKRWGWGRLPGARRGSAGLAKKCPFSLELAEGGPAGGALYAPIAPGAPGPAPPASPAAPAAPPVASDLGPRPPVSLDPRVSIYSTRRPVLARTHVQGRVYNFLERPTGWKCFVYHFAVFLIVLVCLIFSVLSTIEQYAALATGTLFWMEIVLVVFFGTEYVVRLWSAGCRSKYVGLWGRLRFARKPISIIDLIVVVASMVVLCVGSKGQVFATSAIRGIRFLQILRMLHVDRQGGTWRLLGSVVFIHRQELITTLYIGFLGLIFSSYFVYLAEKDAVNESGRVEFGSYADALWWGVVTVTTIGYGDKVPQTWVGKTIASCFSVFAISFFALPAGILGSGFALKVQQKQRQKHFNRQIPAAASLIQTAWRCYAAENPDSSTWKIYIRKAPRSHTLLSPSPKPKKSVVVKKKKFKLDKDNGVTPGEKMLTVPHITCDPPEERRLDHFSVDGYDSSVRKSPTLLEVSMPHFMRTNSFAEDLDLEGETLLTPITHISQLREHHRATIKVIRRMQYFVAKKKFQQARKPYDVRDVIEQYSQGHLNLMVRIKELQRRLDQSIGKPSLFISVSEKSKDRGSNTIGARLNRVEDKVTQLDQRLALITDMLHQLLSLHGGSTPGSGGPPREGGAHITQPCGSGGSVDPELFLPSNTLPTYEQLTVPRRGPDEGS
# TMEM16A inh = TMEM16A chloride channel inhibitors, primary screen, cell-based, HTS; Anoctamin-1 (Mus musculus), Q8BHY3; HEK293 TMEM16A/YFP iodide influx fluorescence, ionomycin; normalized B-score (activity score, 25-100; higher = stronger inhibition) at 10 µM; 310,000 compounds, 1.2% hits; AID 588511, 2011;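 active = ratio plate-corrected score three or more library SD toward inhibition, starting fluorescence score within five deviations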;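 note: score derived from kinetic fluorescence span divided by baseline fluorescence per well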
# KCNQ1 act = potentiators or activators of KCNQ1 channel, primary screen, cell-based, thallium flux, high-throughput; 310,000 compounds, 0.35% hits; Potassium voltage-gated channel subfamily KQT member 1 (Homo sapiens), P51787; AID 2648, 2010; CHO-K1 KCNQ1, thallium flux FluxOR fluorescence; stronger effect = higher value; B-score at 10 µM;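 active = fluorescence ratio B-score, a plate-corrected score, at least three library SD, with initial intensity B-score within 5 SD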
#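 Assay system: CHO-K1 cells stably expressing KCNQ1; Medium: assay buffer with matched DMSO; Also added: K+/Tl+ depolarizing stimulus; Dosing: single dose; Timing: dye 90 min, compound 20 min, room temperature; Measured by: kinetic FluxOR thallium fluorescence, 10-s 1-Hz baseline, 110-s post-stimulus read; Read-out: peak-minus-minimum fluorescence over initial fluorescence, negative-control normalized, B-scored.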
# KCNK3 block = human KCNK3 channel inhibitors, primary screen, CHO cells, FluxOR thallium flux, B-score; Potassium channel subfamily K member 3 (Homo sapiens), O14649; FluxOR fluorescence; stronger effect = lower value; B-score at 10 µM; 340,000 compounds, 0.84% hits; AID 602410, 2012;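 active = B-score under library mean minus 4 SD, starting fluorescence ratio at most library mean plus 5 SD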;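 note: more negative B-score means stronger inhibition of thallium flux through KCNK3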
# Target sequence (O14649 whole entry, looked up): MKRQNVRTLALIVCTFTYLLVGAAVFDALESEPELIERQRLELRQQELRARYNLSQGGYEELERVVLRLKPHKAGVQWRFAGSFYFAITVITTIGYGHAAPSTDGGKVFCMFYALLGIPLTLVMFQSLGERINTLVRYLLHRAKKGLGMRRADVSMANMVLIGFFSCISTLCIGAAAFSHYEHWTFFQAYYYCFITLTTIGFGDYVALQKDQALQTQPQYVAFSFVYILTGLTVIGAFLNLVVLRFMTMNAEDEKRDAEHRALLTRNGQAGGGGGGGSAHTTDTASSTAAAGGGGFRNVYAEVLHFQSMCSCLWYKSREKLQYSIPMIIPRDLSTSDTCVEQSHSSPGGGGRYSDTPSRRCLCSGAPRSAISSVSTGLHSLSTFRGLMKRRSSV
# TMEM16A act = TMEM16A chloride channel activators or potentiators, primary screen, cell-based, HTS. HEK293 TMEM16A/YFP-H148Q/I152L, iodide quench fluorescence; stronger effect = lower value. B-score at 10 µM. 340,000 compounds, 0.3% hits;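 active = fluorescence-ratio B-score plate-corrected deviation score at least 3 library SD below zero, with starting fluorescence score within 5 deviations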;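 note: channel opened by trigger with iodide after compound preincubation; score built on the fluorescence ratio of max minus min over baseline; more negative score means more quench and so TMEM16A activation or potentiation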
# HDAC3 inhib = HDAC3 deacetylase inhibitors, primary screen, biochemical, fluorescence, cell-free homogeneous | Histone deacetylase 3 (Homo sapiens), O15379 | recombinant HDAC3, fluorogenic peptide/trypsin coupled | inhibition, % at 8.3 µM | 320,000 compounds, 0.15% hits | AID 2718, 2010; in the data active = inhibition above about 26%, passing the limit was not always enough
# RGS4 inh = RGS4 inhibitors, primary screen, cell-based, HEK293 M3R inducible RGS4, calcium flux; AID 463165, 2010; Regulator of G-protein signaling 4 (Homo sapiens), P49798; 310,000 compounds, 0.45% hits; Fluo-4 calcium flux; stronger effect = higher value; triggered by carbachol at its EC20; B-score at 10 µM;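 active = B-score, a plate-corrected calcium signal, over three deviations above library mean, with baseline fluorescence within five deviations of library mean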;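 note: RGS4 expression induced by doxycycline in cells with stable M3 receptor; B-score is computed from the integrated fluorescence ratio over baseline after carbachol; higher B-score means a larger calcium signal and so more RGS4 inhibition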
# KCNK9 inh = KCNK9 potassium channel inhibitors, primary screen, HEK293 cells, thallium flux | Potassium channel subfamily K member 9 (Homo sapiens), Q9NPC2 | 310,000 compounds, 1.2% hits | FluxOR thallium flux fluorescence; stronger effect = lower value | B-score at 10 µM;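 active = ratio B-score over 3 SD below the library mean, with starting fluorescence within 5 SD of its mean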;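 note: negative B-score means less thallium flux so channel inhibition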
# hERG protect = hERG rescue from dofetilide block, primary screen, cell-based, CHO-hERG, FluxOR thallium flux, dofetilide IC70; Voltage-gated inwardly rectifying potassium channel KCNH2 (Homo sapiens), Q12809; activation (rescue from dofetilide block), less the hit threshold, % at 10 µM; dofetilide IC70 present; 310,000 compounds, 0.51% hits;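 active = activation above the mean of controls blocked by dofetilide plus 5 SD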;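 note: thallium influx through hERG after potassium depolarization seen as dye fluorescence rise; in these data hits start at about 4.7%; inactives centre near -7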
# The depositor's hits bear a star; i = inactive; x = no result given.
SMILES,RGS4 act,SKKanGAS inh,KCNQ1 block,TMEM16A inh,KCNQ1 act,KCNK3 block,TMEM16A act,HDAC3 inhib,RGS4 inh,KCNK9 inh,hERG protect
CC(NC(=O)c1ccc([N+](=O)[O-])cc1Cl)C1CC2CCC1C2 (stereo not given),i,-3.6,i,i,i,i,i,-1.5,i,i,-2.4
CC(=O)c1cc(CN2CCC(C(=O)Nc3cccc(-c4cscn4)c3)CC2)cs1,i,12.8,i,25*,i,i,i,-0.1,i,i,-14.8
Cc1ccc(CNC(=O)CCN2C(=O)[C@@H]3Cc4ccccc4CN3C2=O)cc1,i,4.2,i,i,i,i,i,2.9,i,i,-9.2
O=C(CN(c1ccc(F)cc1)S(=O)(=O)c1ccccc1)NCc1ccco1,i,0.6,i,i,i,i,i,8.6,i,i,-8.0
COc1ccc(-c2nnc(-c3cc4c(ccc5ccccc54)oc3=O)o2)cc1,-9*,8.7,i,i,i,i,i,2.0,i,i,-15.7
CCOc1ccc(NC(=S)N(CCc2c(C)[nH]c3ccccc23)Cc2ccco2)cc1,i,19.3,i,i,i,i,i,-2.6,i,i,-2.3
CCCCN1C2=C(C(=O)CC(C)(C)C2)C(c2ccccc2)C2=C1c1ccccc1C2=O (stereo not given),i,15.1,i,i,i,i,i,-2.3,i,i,-2.2
CCN1C(=O)/C(=C2\SC(=S)N(CCCOC)C2=O)c2ccccc21,i,0.1,i,i,i,i,x,5.5,i,i,-11.5
COc1cc(C(=O)Nc2nc3ccccc3s2)ccc1OCc1c(C)noc1C,i,13.8,i,i,i,i,i,6.3,i,i,-4.9
Cc1ccc(NCc2nnc(SCCN3CCCCC3)n2CC2CCCO2)c(C)c1 (stereo not given),i,-0.9,i,i,i,i,i,0.3,i,i,-11.3
NS(=O)(=O)c1ccc2c(c1)C1C=CCC1C(C1CC=CCC1)N2 (stereo not given),i,-5.4,i,100*,i,i,i,-0.7,i,i,-18.3
Cc1ccc(NC(=S)Nn2cnnc2)cc1,i,-11.4,i,i,i,i,i,-5.6,i,i,-4.2
CN(CC(=O)Nc1ccc(Cl)c(C(F)(F)F)c1)C(=O)c1cc(=O)[nH]c2ccccc12,i,25.5,i,i,i,i,i,4.9,i,i,-31.8
CCOc1ccc(NC(=O)CCNS(=O)(=O)c2ccc3c(c2)c(=O)n(C)c(=O)n3C)cc1,i,-2.3,i,i,i,i,i,-4.4,i,i,-3.1
COc1ccc(NC(=O)c2cccs2)cn1,i,3.5,i,i,i,i,i,1.0,i,i,2.2
C#CCNC(=O)/C=C/c1ccc(OC)cc1,i,7.9,i,i,i,i,i,3.9,i,i,-4.9
O=C(NCCCN1CCCC1=O)c1cccc(NS(=O)(=O)c2ccc(Br)cc2)c1,i,-5.3,i,i,i,i,i,-3.2,i,i,-17.5
Cn1c(=O)c2c(ncn2CCN(CCO)Cc2ccccc2)n(C)c1=O,i,-2.4,i,i,i,i,i,-7.3,i,i,-3.0
CC(=O)c1ccc(N2CCN(CC(O)COCc3ccco3)CC2)cc1 (stereo not given),i,-3.7,i,i,i,i,i,1.6,i,i,-5.1
COc1cc(NC(=O)CSc2nnnn2Cc2ccccc2)cc(OC)c1,i,1.8,i,i,i,i,i,2.1,i,i,-6.8
CCOc1ccccc1OCCC(=O)OCC(=O)Nc1c(C)nn(-c2ccccc2)c1C,i,-9.0,i,i,i,i,i,6.1,i,i,-21.7
O=C(Cn1cnc2c(nnn2Cc2ccc(F)cc2)c1=O)NCc1ccc(F)cc1,i,-32.2,i,i,i,i,i,2.0,i,i,-14.0
CC(OC(=O)Cc1c[nH]c2ccccc12)C(=O)Nc1ccccc1[N+](=O)[O-] (stereo not given),i,-2.5,i,i,i,i,i,3.0,i,i,-20.3
C/C(N)=C(/C#N)C(=O)CSc1nnc(-c2ccc3c(c2)OCO3)o1,i,-4.0,i,i,i,i,i,0.2,i,i,-4.5
Cc1cnc(NC(=O)COc2ccc3c(c2)CCC3)s1,i,30.8,i,i,i,i,i,0.5,i,i,-2.5
O=S1(=O)CC(NCc2ccccc2)C(Nc2ccc(Cl)cc2)C1 (stereo not given),i,-0.4,i,i,i,i,i,-0.6,i,i,-2.3
Cc1ccc(S(=O)(=O)N2CCOCC2)cc1NC(=O)COC(=O)CNC(=O)c1ccc(C(C)(C)C)cc1,i,-12.2,i,i,i,i,i,-1.0,i,i,-9.0
COC(=O)c1[nH]c2ccccc2c1NC(=O)CN1CCN(c2cccc(Cl)c2)CC1,i,33.4,i,i,i,i,i,-3.9,i,i,-0.3
O=C1c2ccccc2C(=O)N1CCCCSc1nnnn1-c1ccccc1,i,-6.9,i,i,i,i,i,9.3,i,i,-14.2
Cc1ccccc1OCC(=O)N(Cc1ccc(N(C)C)cc1)C1CCS(=O)(=O)C1 (stereo not given),i,x,i,100*,i,i,i,3.3,i,i,-10.5
O=C(CN1CCN(Cc2ccccc2)CC1)N/N=C/c1ccco1,i,1.9,i,i,i,i,i,-4.0,i,i,-9.4
COC(=O)c1cc(S(=O)(=O)N2c3ccccc3CC2C)cn1C (stereo not given),i,-2.6,i,i,i,i,i,1.7,i,i,-1.9
O=C(c1ccc2c(c1)OCO2)N(c1ccc(F)cc1)C1C=CS(=O)(=O)C1 (stereo not given),i,0.0,i,i,i,i,i,9.9,i,i,-9.0
CCCCC(CC)CNC(=O)C1C2C=CC(C2)C1C(=O)O (stereo not given),i,-0.4,i,i,i,i,i,0.8,i,i,-7.7
Cc1cc(OCCCC(=O)Nc2cccc(-n3cnnn3)c2)ccc1Cl,i,-8.4,i,i,i,i,i,-0.1,i,i,-2.6
COc1ccccc1NC(=O)CCC(=O)c1ccc(-c2ccccc2)cc1,i,9.8,i,i,i,i,i,4.9,i,i,-6.1
CNC(=O)Cn1c(C)cc(=O)c2cccc(C)c21,i,-2.7,i,i,i,i,i,-5.1,i,i,-3.0
Cc1ccc(C(=O)O)cc1S(=O)(=O)N1CCOCC1,i,1.6,i,i,i,i,i,-1.7,i,i,-2.0
CCCOC(=O)Nc1sc2c(c1C(N)=O)CCCC2,i,3.7,i,i,i,i,i,-0.1,i,i,-10.5
COC(=O)Cc1c(C)c2ccc(OC(C)C)cc2oc1=O,i,3.4,i,i,i,i,i,-138.2,i,i,-5.2
Cc1cccc(NC(=O)CSc2nc(=O)n(CCN3CCOCC3)c3c2CCCC3)c1C,i,-7.3,i,i,i,i,i,-3.7,i,i,-10.2
COC(C(=O)Nc1ccc(NC(=O)C(OC)c2ccccc2)cc1)c1ccccc1 (stereo not given),i,-26.8,i,i,i,i,i,-0.5,i,i,-2.9
CCOc1cccc(C(=O)Nc2ccc3oc(Cc4ccc(Cl)cc4)nc3c2)c1,i,37.1,6*,100*,i,i,i,2.1,i,i,-8.8
O=C(COc1ccc(Cl)cc1[N+](=O)[O-])N1CCCCCC1,i,10.5,i,i,i,i,i,-1.1,i,i,-12.2
CCCCCCSc1cccc(-c2nc3ccc(C)cn3c2NCc2ccccc2)c1,i,32.6,i,i,i,i,i,-9.4,i,i,-4.7
Cc1c(O)ccc2c(CN3CCN(CCO)CC3)cc(=O)oc12,i,-3.0,i,i,i,i,i,-25.5,i,i,2.0
COCCN1C(=O)C(=O)/C(=C(/O)c2ccc(S(=O)(=O)N3CCOCC3)cc2)C1c1ccc(O)cc1 (stereo not given),i,11.8,i,i,i,i,i,-2.7,i,i,-6.4
COC(=O)CN1C(c2ccc(OC)cc2)=Nc2ccc(Cl)cc2C1c1ccccc1 (stereo not given),i,6.9,i,i,i,i,i,5.2,i,i,-10.4
COCCNC(=O)CN(C(=O)Cn1nnc2ccccc21)c1ccc(F)c(Cl)c1,i,2.3,i,i,i,i,i,-0.2,i,i,-2.7
COc1ccccc1N(CN1C(=O)c2ccccc2C1=O)C(=O)c1cccnc1,i,0.1,i,i,i,i,i,-0.5,i,i,-9.1
C=CCn1c(=O)c(C(=O)Nc2ccccc2S(N)(=O)=O)c(O)c2ccccc21,i,23.6,i,i,i,i,i,-6.5,i,i,-16.6
CCC12CN(C(=O)c3ccco3)CC(CC)(CN(C(=O)c3ccco3)C1)C2=O,i,-4.3,i,i,i,i,i,-7.8,i,i,-5.8
CCOC(=O)c1c2c3c(c(Cl)ccc3[nH]c1=O)C(=O)c1ccccc1-2,i,22.9,i,x,i,i,i,x,i,i,-1.8
CC1CCCCN1C(=O)COc1ccc2ccc(=O)oc2c1 (stereo not given),i,10.1,i,i,i,i,i,-5.3,i,i,-4.6
CCOc1ccc(C(=O)N(Cc2ccccc2)c2cccc(C)c2)cc1OC,i,0.5,i,i,i,i,i,3.8,i,i,-10.7
COc1cc(OC)c(C2=NOC(C(=O)NCc3cccs3)C2)cc1Cl (stereo not given),i,6.2,i,i,i,i,i,-1.4,i,i,-0.2
CCC1CCC/C1=N\NC(=O)c1ccccc1C (stereo not given),i,4.6,i,i,i,i,i,-10.7,i,i,-4.7
CC(=O)C1=C(O)C(=O)N(Cc2ccccc2)C1c1ccc(Cl)cc1 (stereo not given),i,6.5,i,i,i,i,i,-2.7,i,i,-2.3
CCCCCOC(=O)Nc1ccc(S(=O)(=O)Nn2cnnc2)cc1,i,8.2,i,i,i,i,i,1.3,i,i,-5.0

# Screens as filed in PubChem BioAssay.
